# PAFAH2 inh: PAFAH2 (human) inhibition; Q99487; recombinant PAFAH2, FP-rhodamine activity probe, fluorescence polarization; inhibition, % at 3.39 µM; 0.99% of 340,000 active; AID 492956;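 active = inhibition above the mean over all tested compounds plus 3 SD, cut at about 30% in these data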;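 note: inhibitors block probe labeling of enzyme so polarization drops; 0% = enzyme with DMSO and 100% = wells lacking PAFAH2 protein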
# LYPLA1 counter: blocks human lysophospholipase 1, a PME1 counter-screen; recombinant LYPLA1, FP-Rh probe fluorescence polarization; O75608; inhibition, % at 5.9 µM; 0.16% of 320,000 active; AID 2174;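 active = inhibition above the mean of all tested compounds plus 3 SD, set per campaign, cut at about 14% in these data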;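 note: inhibitors block serine hydrolase probe labeling of LYPLA1 so polarization falls; 0% = enzyme with DMSO and 100% = wells lacking LYPLA1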
# Target sequence (O75608 whole entry, looked up): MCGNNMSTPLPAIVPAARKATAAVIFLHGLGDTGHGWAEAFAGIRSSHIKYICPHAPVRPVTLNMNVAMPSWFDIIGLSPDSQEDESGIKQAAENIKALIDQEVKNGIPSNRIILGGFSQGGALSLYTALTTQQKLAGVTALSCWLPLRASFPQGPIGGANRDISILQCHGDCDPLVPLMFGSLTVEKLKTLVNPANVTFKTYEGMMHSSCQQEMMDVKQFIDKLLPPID
# PREPL inhibitor: human PREPL enzyme inhibition | Q4J6C6 | inhibition, % at 5.96 µM | 0.68% of 320,000 active | recombinant PREPL, fluorescence polarization activity-based probe; in the data active = inhibition above about 43%;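 note: 0% = enzyme with DMSO and 100% = wells lacking enzyme; many of its hits are not listed in these tables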
# LYPLA2 counter: blocks human lysophospholipase 2, a PME1 counter-screen; O95372; recombinant LYPLA2, FP-Rh probe fluorescence polarization; inhibition, % at 5.9 µM; 0.38% of 320,000 active; AID 2177;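 active = inhibition above the screen-wide mean plus 3 SD, limit set per campaign, cut at about 26% in these data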;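 note: 0% = LYPLA2 with DMSO and 100% = wells lacking LYPLA2 enzyme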
# EBNA-1 inhibitor: blocks EBNA-1 binding to DNA; inhibition, % at 14.8 µM; EBNA-1 DNA binding, fluorescence polarization; AID 1950; 0.34% of 300,000 active; in the data active = inhibition above about 28%
# PAFAH1B2 inh: inhibitors of human PAFAH1B2 | P68402 | recombinant PAFAH1B2, FP-rhodamine activity probe, fluorescence polarization | AID 492953 | inhibition, % at 3.39 µM | 1.2% of 340,000 active;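 active = inhibition above the mean of all tested compounds plus 3 SD, cut at about 24% in these data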;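 note: 0% = enzyme with DMSO and 100% = wells lacking PAFAH1B2; many of its hits are not listed in these tables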
# Target sequence (P68402 whole entry, looked up): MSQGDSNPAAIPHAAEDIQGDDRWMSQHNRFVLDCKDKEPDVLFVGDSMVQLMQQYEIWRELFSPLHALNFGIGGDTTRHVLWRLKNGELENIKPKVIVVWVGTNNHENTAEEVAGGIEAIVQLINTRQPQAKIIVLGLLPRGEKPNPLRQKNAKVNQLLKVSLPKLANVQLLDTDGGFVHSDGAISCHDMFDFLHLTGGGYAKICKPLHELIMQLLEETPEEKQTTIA
# pPAFAH inh: pPAFAH (human) enzyme inhibition | Q13093 | recombinant pPAFAH, FP-rhodamine probe fluorescence polarization | inhibition, % at 3.39 µM | 1.5% of 330,000 active;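 active = inhibition above the mean inhibition across the screen plus 3 SD, cut at about 25% in these data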;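 note: inhibitors block binding of the rhodamine activity-based probe so polarization drops; 0% = enzyme with DMSO and 100% = wells lacking pPAFAH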
# ZTA DNA inh: blocks Epstein-Barr virus ZTA, an EBNA-1 counter-screen. 0.15% of 320,000 active. ZTA-DNA binding, fluorescence polarization. AID 2234. inhibition, % at 11 µM; in the data active = inhibition above about 33%
# PAFAH1B3 inh: PAFAH1B3 (human) inhibition; 0.28% of 340,000 active; recombinant PAFAH1B3, FP-rhodamine probe, fluorescence polarization; AID 492972; inhibition, % at 3.39 µM; Q15102;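 active = inhibition above the screen-wide average of all tested compounds plus 3 SD, cut at about 25% in these data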;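 note: 0% = enzyme with DMSO only and 100% = wells lacking PAFAH1B3 protein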
# Target sequence (Q15102 whole entry, looked up): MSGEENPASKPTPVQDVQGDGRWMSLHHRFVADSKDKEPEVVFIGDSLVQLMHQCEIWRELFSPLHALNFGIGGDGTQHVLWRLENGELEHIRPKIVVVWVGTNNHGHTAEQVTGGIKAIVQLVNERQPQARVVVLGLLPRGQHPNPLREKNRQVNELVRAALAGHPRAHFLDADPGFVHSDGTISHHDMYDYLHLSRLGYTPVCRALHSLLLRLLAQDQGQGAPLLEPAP
# Active calls of the source: *; · = not tested or not shown. An excerpt; the hit share may differ from the screen's.
SMILES,PAFAH2 inh,LYPLA1 counter,PREPL inhibitor,LYPLA2 counter,EBNA-1 inhibitor,PAFAH1B2 inh,pPAFAH inh,ZTA DNA inh,PAFAH1B3 inh
O=C(N/N=C/c1ccc(O)cc1)c1csc2ccccc12,4,1,6,-3,0,7,2,-9,3
N#CCCN(C(=O)COC(=O)C1CCN(S(=O)(=O)c2cccs2)CC1)c1ccccc1,4,0,4,5,1,6,10,10,8
COc1ccc(-c2cn3ccccc3n2)cc1[N+](=O)[O-],-10,1,5,4,1,-1,5,-4,-5
CCOC(=O)c1ccc(NC(=O)CSc2nc(NC(=O)c3ccccc3)c3c(C)c(C)oc3n2)cc1,-29,-32,-20,-55,7,-12,-31,0,-4
Cc1cc(C)c(NC(=O)CSc2nnc(-c3ccncc3)n2Cc2ccco2)c(C)c1,2,-2,0,1,-1,7,-4,-15,5
N#Cc1ccc(Oc2nc(Nc3ccc(F)cc3)nc(N3CCCC3)n2)cc1,5,1,-6,-4,-2,3,2,-6,-2
O=c1cc(Cl)c(-c2ccccc2)n[nH]1,10,1,0,1,5,-1,4,-5,2
Cc1ccc(NC(=O)COC(=O)CCC(=O)c2cccs2)c(C)c1,-6,0,-8,-3,0,2,8,4,13
CC1(NC(=O)CCS(=O)(=O)c2ccc(Cl)cc2)CCS(=O)(=O)C1 (configuration not stated),3,-2,8,-3,·,2,-5,-4,9
CCCCn1c(N)c(N(CC(C)C)C(=O)C2CC(=O)N(c3ccc(C)cc3)C2)c(=O)[nH]c1=O (configuration not stated),8,0,4,3,-6,3,0,0,2
NS(=O)(=O)c1cccc(NC(=O)CSc2nc3ccccc3n2-c2ccccc2)c1,0,-9,-42,-15,-8,-2,33*,-9,-5
Cc1ccc(CN(Cc2ccco2)C(=S)Nc2ccccc2C)cc1,-9,-2,10,-2,-13,-2,3,-3,4
CCCOc1ccccc1C(=O)N(Cc1cccs1)C1CCS(=O)(=O)C1 (configuration not stated),1,-4,13,-5,9,5,-1,6,1
O=C1NC(Cc2ccccc2)C(=O)N1CC(=O)N1CCCc2ccccc21 (configuration not stated),3,-3,-4,-7,2,12,1,-5,6
Cc1ccc(Cn2c(C(C)Nc3nc(-c4ccc(Cl)cc4)cs3)nc3cc(C(=O)NCCCO)ccc32)cc1 (configuration not stated),-1,-2,-28,5,-4,-8,-2,0,6
CC(=O)N1c2ccc(S(=O)(=O)NCc3ccccc3Cl)cc2CC1C (configuration not stated),1,2,-1,6,1,2,5,5,5
CN(C)C(CNC(=O)/C=C/c1cccc(Cl)c1)c1ccccc1 (configuration not stated),-10,0,9,1,4,-1,1,0,2
CCOc1ccc(OCC)c(NC(=O)C2CCN(S(=O)(=O)c3cccnc3)CC2)c1,-5,1,8,8,0,2,0,-3,0
O=C(CSC1=Nc2ccccc2C2=NC(CC(=O)N3CCN(c4ccccc4)CC3)C(=O)N12)NCC1CCCO1 (configuration not stated),10,-1,17,1,4,-3,1,-4,-3
CCN(CC)CCNC1=CC(=O)OC12CCCCC2,1,4,3,7,0,-1,5,-18,8
O=C(O)CC1COc2ccccc2N1S(=O)(=O)c1ccc(Br)cc1 (configuration not stated),-1,-4,3,-6,0,9,9,5,9
CCOC(=O)NC(NC(=S)Nc1ccccc1OC)C(Cl)(Cl)Cl (configuration not stated),3,2,15,-2,-8,5,-4,3,3
CCOC(=O)N1CCN(C(=O)c2ccc3c(c2)NC(=O)C(N2CCOCC2)S3)CC1 (configuration not stated),-2,-3,-2,-1,11,3,3,9,0
COC(=O)C1C(=O)C(C(=O)c2ccc([N+](=O)[O-])cc2)C(=O)CC1(C)C (configuration not stated),5,1,3,-3,-7,5,-1,11,0
CC(C)(C)NC(=O)CSc1nc(-c2ccc(F)cc2)cs1,-7,8,5,1,-8,5,7,-17,6
O=C(NCCCNC(=O)c1c(F)cccc1F)c1c(F)cccc1F,-3,0,-3,2,0,2,3,-6,-1
CCC(C)NC(=O)Cn1c(=O)sc2ccccc21 (configuration not stated),0,-2,0,-1,8,5,3,1,2
CC(=O)[C@@H]1[C@@H](C(=O)c2ccc(C)cc2)[C@]2(C(=O)Nc3ccccc32)[C@H]2C=Cc3cc(F)ccc3N12,-4,-3,2,-2,9,2,9,6,11
COc1cc(OC)cc(C(=O)NNC(=O)C2CSC3(C)CCC(=O)N23)c1 (configuration not stated),3,1,2,-4,·,2,6,-3,7
CCCCn1c(-c2ccncc2)nc2c1c(=O)[nH]c(=O)n2CC(C)C,-1,1,4,3,9,0,1,1,6
C=CCn1cc(/C=N\NC(=O)c2cc3c(ccc4ccccc43)o2)c2ccccc21,-21,-8,16,-7,-5,2,6,1,18
COc1ccc(NC(=O)CCOc2ccccc2)c(OC)c1,8,0,-7,6,-1,5,1,8,3
O=C(CCCN1C(=O)c2ccccc2C1=O)N1CCC(c2ccccc2)C1 (configuration not stated),-2,3,-9,7,16,2,4,6,1
O=C1CC(c2ccc(F)c(Br)c2)C2=C(CCCC2=O)N1 (configuration not stated),3,1,7,3,4,0,3,-2,1
CC1CCCCC1NC(=O)c1cccc(S(=O)(=O)N2CCN(C)CC2)c1 (configuration not stated),-1,1,8,1,10,22,3,10,8
N=C1S/C(=C\c2ccccc2F)C(=O)N1c1ccc(F)cc1,-1,-1,3,-4,1,5,3,3,3
O=C(CC1C(=O)NCCN1CC1CCCCC1)NCCc1ccc(F)cc1 (configuration not stated),4,-3,28,0,-4,7,4,7,4
CCc1ccc(OCC(=O)N(C)C2CCS(=O)(=O)C2)cc1 (configuration not stated),-1,-1,8,-1,7,0,2,5,4
O=C(CN1CCSC1=NCc1ccccc1)c1ccc(Cl)c(Cl)c1,-2,-4,-44,-4,9,-2,-1,9,-2
Cc1ccn2cc(-c3cccc(S(=O)(=O)N4CCCC4)c3)nc2c1,4,-3,-3,1,10,0,5,17,10
O=C(CCc1ccc(S(=O)(=O)N2CCOCC2)cc1)N/N=C/c1cccc(O)c1,-1,1,-8,3,-16,-1,-3,-22,-1
CC1CCCCN1S(=O)(=O)c1ccc(C(=O)Nc2sccc2C(N)=O)cc1 (configuration not stated),4,-5,-16,-5,-9,-1,-8,0,0
CCCOc1ccccc1C(=O)N(Cc1ccc(C)o1)C1CCS(=O)(=O)C1 (configuration not stated),-1,2,1,6,4,1,2,2,4
COc1ccccc1OCc1csc(NC(=O)c2ccco2)n1,-1,0,16,-2,-10,2,-1,5,4
C=CC[n+]1c(-c2ccc(Cl)cc2Cl)csc1Nc1c(C)n(C)n(-c2ccccc2)c1=O,1,2,35,0,-6,17,10,2,4
O=C(/C(=C(\O)c1ccccc1)c1nc2ccccc2[nH]1)c1ccccc1,7,7,16,-3,-5,3,0,-4,3

# A second format for 15 compounds above.
mol	PAFAH2 inh	LYPLA1 counter	PREPL inhibitor	LYPLA2 counter	EBNA-1 inhibitor	PAFAH1B2 inh	pPAFAH inh	ZTA DNA inh	PAFAH1B3 inh
COc1ccc(NC(=O)CCOc2ccccc2)c(OC)c1	8	0	-7	6	-1	5	1	8	3
O=C(CCCN1C(=O)c2ccccc2C1=O)N1CCC(c2ccccc2)C1 (configuration not stated)	-2	3	-9	7	16	2	4	6	1
O=C1CC(c2ccc(F)c(Br)c2)C2=C(CCCC2=O)N1 (configuration not stated)	3	1	7	3	4	0	3	-2	1
CC1CCCCC1NC(=O)c1cccc(S(=O)(=O)N2CCN(C)CC2)c1 (configuration not stated)	-1	1	8	1	10	22	3	10	8
N=C1S/C(=C\c2ccccc2F)C(=O)N1c1ccc(F)cc1	-1	-1	3	-4	1	5	3	3	3
O=C(CC1C(=O)NCCN1CC1CCCCC1)NCCc1ccc(F)cc1 (configuration not stated)	4	-3	28	0	-4	7	4	7	4
CCc1ccc(OCC(=O)N(C)C2CCS(=O)(=O)C2)cc1 (configuration not stated)	-1	-1	8	-1	7	0	2	5	4
O=C(CN1CCSC1=NCc1ccccc1)c1ccc(Cl)c(Cl)c1	-2	-4	-44	-4	9	-2	-1	9	-2
Cc1ccn2cc(-c3cccc(S(=O)(=O)N4CCCC4)c3)nc2c1	4	-3	-3	1	10	0	5	17	10
O=C(CCc1ccc(S(=O)(=O)N2CCOCC2)cc1)N/N=C/c1cccc(O)c1	-1	1	-8	3	-16	-1	-3	-22	-1
CC1CCCCN1S(=O)(=O)c1ccc(C(=O)Nc2sccc2C(N)=O)cc1 (configuration not stated)	4	-5	-16	-5	-9	-1	-8	0	0
CCCOc1ccccc1C(=O)N(Cc1ccc(C)o1)C1CCS(=O)(=O)C1 (configuration not stated)	-1	2	1	6	4	1	2	2	4
COc1ccccc1OCc1csc(NC(=O)c2ccco2)n1	-1	0	16	-2	-10	2	-1	5	4
C=CC[n+]1c(-c2ccc(Cl)cc2Cl)csc1Nc1c(C)n(C)n(-c2ccccc2)c1=O	1	2	35	0	-6	17	10	2	4
O=C(/C(=C(\O)c1ccccc1)c1nc2ccccc2[nH]1)c1ccccc1	7	7	16	-3	-5	3	0	-4	3
